Platelet DG rel – platelet dense granule release activity; human platelet-rich plasma, SFLLRN dense granule ATP release, luminescence; inhibition, %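 (compounds screened at 7.5 µM in platelet-rich plasma)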; actives 0.22% (n = 300,000);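 active = mean replicate score, as percent of positive control, at or above 50; inconclusive = mean below 50 but at least one replicate at or above 50; inactive = mean and every replicate below 50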
HSF1 inhib – HSF1 inhibition; NIH3T3-HGL HSE-luciferase, MG132-induced, luminescence 8 h; active compounds read low; activity change, negative = inhibition, % at 7.5 µM (by protocol); actives 0.77% (n = 300,000);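 active = more than half of replicate wells show activity change below -50%, luminescence cut by over half; inconclusive = some wells, but at most half, below -50%; inactive = no replicate well below -50%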;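 also: luciferase reports HSF-1 transcriptional activity via heat shock element; 0% = median of DMSO wells and -100% = zero luminescence signal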
HSF1 activator – increases HSF-1 driven luciferase reporter signal | NIH3T3-HGL HSF-1 luciferase reporter, MG132, 8 h; 100% = twice DMSO control signal | activation, % at 9 µM | actives 1.7% (n = 300,000) | AID 504408;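 active = mean replicate activation of at least 50% with a set share of replicates each reaching 50%; inconclusive = only one of those two conditions met; inactive = mean below 50% and too few replicates reaching it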;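 also: 0% = median of the neutral control wells and 100% = twice that signal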
DYRK1A inh – Dyrk1A (rat) kinase inhibition; Q63470; inhibition, % at 12.5 µM; ADP-Glo luminescence, NFATc1 peptide; actives 0.43% (n = 310,000); AID 504441; in the data active = inhibition above about 50%;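 also: plate controls were vehicle with enzyme for no effect and no enzyme for full effect; many of its hits are not listed in these tables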
PolyA inhibitor – blocks polyadenylation in yeast reporter cells; actives 0.02% (n = 300,000); AID 1875; calls only at 12 µM; S. cerevisiae SKY197-pL101 polyadenylation reporter, beta-gal luminescence; efflux-impaired pdr1/pdr3 knockout yeast; score 100 = 6 SD above DMSO;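 active = lowest replicate activity score at least 50, where 100 means six control SD above control mean; inconclusive = lowest score under 50 but half or more replicates reach 50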;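 also: yeast exposed to compound for 9 h at 30 °C; higher score means more reporter readthrough which indicates perturbed polyadenylation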
HDAC3 inhib – human HDAC3 inhibition. O15379. recombinant HDAC3, fluorogenic peptide/trypsin coupled, fluorescence. inhibition, % at 8.3 µM. actives 0.15% (n = 320,000); in the data active = inhibition above about 26%, passing the limit was not always enough; inconclusive = no clear call, values can overlap the other calls
Target sequence (O15379 whole entry, looked up): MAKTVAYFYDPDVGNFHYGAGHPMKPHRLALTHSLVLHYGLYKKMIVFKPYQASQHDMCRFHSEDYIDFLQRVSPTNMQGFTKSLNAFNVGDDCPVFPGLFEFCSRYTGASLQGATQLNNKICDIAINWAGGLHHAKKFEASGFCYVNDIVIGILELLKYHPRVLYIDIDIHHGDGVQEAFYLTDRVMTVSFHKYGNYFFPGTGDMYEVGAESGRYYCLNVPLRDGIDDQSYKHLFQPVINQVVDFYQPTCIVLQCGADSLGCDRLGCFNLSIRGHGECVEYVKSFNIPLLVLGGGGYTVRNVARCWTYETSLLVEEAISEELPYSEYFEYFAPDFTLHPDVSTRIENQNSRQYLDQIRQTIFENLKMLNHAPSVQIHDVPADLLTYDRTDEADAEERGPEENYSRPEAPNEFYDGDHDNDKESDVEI
GSK3beta inhib – human GSK3beta kinase inhibition | P49841 | GST-GSK3beta kinase, ADP-Glo luminescence, 60 min; active compounds read low | activity score (negative = inhibition), % at 10 µM | actives 0.038% (n = 300,000) | AID 2097;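 active = more than half of replicate wells score below -50%, meaning over 50% inhibition versus plate controls; inconclusive = some replicates but at most half score below -50%; inactive = no replicate scores below -50%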;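 also: 0% = median DMSO wells and -100% = median GW8510 positive control wells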
Target sequence (P49841 whole entry, looked up): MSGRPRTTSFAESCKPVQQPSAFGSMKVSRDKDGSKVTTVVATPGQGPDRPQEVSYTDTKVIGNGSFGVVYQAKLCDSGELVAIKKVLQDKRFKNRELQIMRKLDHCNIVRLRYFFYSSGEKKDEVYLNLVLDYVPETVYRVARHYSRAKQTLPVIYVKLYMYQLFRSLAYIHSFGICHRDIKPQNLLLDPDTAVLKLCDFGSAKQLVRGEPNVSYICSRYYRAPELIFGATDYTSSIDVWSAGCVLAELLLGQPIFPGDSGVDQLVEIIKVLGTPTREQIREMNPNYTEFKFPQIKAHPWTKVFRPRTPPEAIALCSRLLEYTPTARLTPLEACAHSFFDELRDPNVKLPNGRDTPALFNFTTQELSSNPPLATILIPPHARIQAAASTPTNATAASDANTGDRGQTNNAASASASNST
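Test system – GST-tagged human GSK3beta kinase, cell-free · Incubation – 60 min enzyme reaction, room temperature · Signal – ADP-Glo luminescence · Also added – peptide substrate and ATP at 25 µM · Controls – DMSO neutral wells and GW8510 at 20 µM as positive · Buffer or medium – Tris/MgCl2 kinase buffer · Measure – Luminescence-derived activity versus plate DMSO and GW8510 wells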
HSP90 inh – blocks HSP90-mediated luciferase refolding in reticulocyte lysate | Rabbit reticulocyte lysate, luciferase refolding luminescence, 3 h | inhibition, % at 5.6 µM | actives 0.91% (n = 290,000);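 active = inhibition above the screen-wide mean plus 3 SD, computed separately per campaign, cut at about 16% in these data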;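 also: 0% = DMSO wells and 100% = 60 µM geldanamycin wells; inhibitors lower the luminescence because luciferase stays unfolded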
GSK3 alpha inh – inhibitors of human GSK-3 alpha kinase; P49840; ADP-Glo luminescence, 60 min; inhibition, % at 10 µM; actives 0.1% (n = 320,000);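 in the data active = inhibition above about 50%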;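 also: GST-tagged GSK-3 alpha with peptide substrate and 25 µM ATP; 0% = DMSO neutral wells and 100% = GW8510 positive control wells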
AI-2 QS mod – modulates the Vibrio harveyi AI-2 quorum sensing system | Vibrio harveyi JMH597 AI-2 luminescence/OD600 ratio, 9 h; active compounds read low; strain lacks LuxN and CqsS sensors; 0 = neutral-control median | activity change, % at 7.5 µM | actives 0.4% (n = 300,000); in the data active = activity change below about -75%, passing the limit was not always enough; inconclusive = no clear call, values can overlap the other calls;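 also: luminescence divided by OD600 gain over 9 h not by final OD600 alone; inactives centre near 13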
The depositor's hits bear a star; i = inactive; u = inconclusive; x = not tested or not shown. Only part of the results is shown; the hit share may differ from the screen's.

[1] O=C(O)C1C2C=CC(C2)C1C(=O)NCc1ccc2c(c1)OCO2 (stereo not given)
[2] CC(=O)Nc1cccc(Oc2ccc([N+](=O)[O-])cc2Cl)c1
[3] Cc1cc(C(=O)COC(=O)CC2Sc3ccccc3NC2=O)c(C)n1-c1ccc(Br)cc1 (stereo not given)
[4] COc1ccc(S(=O)(=O)N2CCC3(CC2)OCCN3S(=O)(=O)c2cccs2)cc1
[5] Fc1ccc(NC(=S)NCc2ccccc2Cl)cc1
[6] O=C(Cc1noc2ccccc12)NNC(=S)Nc1ccccc1

entry no.	1	2	3	4	5	6
HSP90 inh	-5	2	0	x	3	-3
PolyA inhibitor	i	i	i	i	i	i
HSF1 activator	-2	23	-4	-2	4	0
Platelet DG rel	4	-6	-3	x	3	-9
DYRK1A inh	3	4	2	x	-1	x
GSK3beta inhib	0	-2	-7	1	1	-3
HDAC3 inhib	4	2	5	u	5	-1
HSF1 inhib	-8	14	-13	-2	8	7
GSK3 alpha inh	-1	-1	2	-3	1	1
AI-2 QS mod	4	8	6	11	-5	-3

[7] O=C(COC(=O)c1cccs1)NCCN1C(=O)CSC1=O
[8] O=C(Cc1n[nH]c(=O)c2ccccc12)OCC(=O)N(Cc1ccccc1)Cc1ccccc1
[9] COc1cccc(C(=O)CSc2nnnn2C2CCCCC2)c1
[10] Cn1c(=O)c2c(ncn2CC(=O)OCC(=O)NCc2ccc(Cl)cc2)n(C)c1=O
[11] COc1ccccc1CNS(=O)(=O)c1c(C(=O)N2CCCCC2)c(C)n(C)c1C
[12] Cc1c(NC(=O)c2ccc3nsnc3c2)cccc1[N+](=O)[O-]

entry no.	7	8	9	10	11	12
HSP90 inh	2	7	-1	2	-4	-3
PolyA inhibitor	i	i	i	i	i	i
HSF1 activator	19	30	29	26	-1	0
Platelet DG rel	-2	1	-1	1	14	-8
DYRK1A inh	-6	-6	-2	-6	0	-1
GSK3beta inhib	-1	1	1	1	2	0
HDAC3 inhib	-4	-3	3	-4	0	2
HSF1 inhib	6	4	16	-5	1	2
GSK3 alpha inh	-1	-1	-12	0	0	-2
AI-2 QS mod	8	6	5	18	19	29

[13] COc1ccc(C(=O)Nc2cc(=O)[nH]c3ncnn23)cc1
[14] COc1ccc(C(=O)NNC(=O)C2CCCN(C3CC(=O)N(c4ccccc4)C3=O)C2)cc1 (stereo not given)
[15] CCS(=O)(=O)NCC(c1ccco1)N1CCN(c2ccccc2)CC1 (stereo not given)
[16] COc1ccc(/C=N/NC(=O)c2ccncc2)cc1[N+](=O)[O-]
[17] CCN(CC)C(=S)Oc1c(Cl)cccc1Cl
[18] COc1c2ccoc2nc2c(OC)c(O)ccc12

entry no.	13	14	15	16	17	18
HSP90 inh	3	5	1	-4	-4	0
PolyA inhibitor	i	i	i	i	i	i
HSF1 activator	6	-6	-4	10	-19	21
Platelet DG rel	0	16	-8	-8	-1	0
DYRK1A inh	-3	-2	-4	2	3	35
GSK3beta inhib	-3	4	1	-5	9	-1
HDAC3 inhib	-4	0	-3	6	1	0
HSF1 inhib	-8	1	6	-6	6	0
GSK3 alpha inh	17	-3	-2	x	-6	1
AI-2 QS mod	8	12	11	-1	16	7

[19] CCOC(=O)C1=C(C)Nc2sc(C(=O)c3ccc(F)cc3)c(N)c2C1c1ccc(C(=O)OC)cc1 (stereo not given)
[20] O=C(Nc1cccc(C(=O)N2CCOCC2)c1)c1ncn[nH]1
[21] O=C(O)C1CCCCC1C(=O)Nc1cccc2ccccc12 (stereo not given)
[22] CCCCc1cc(=O)oc2cc(C)cc(OCc3nn[nH]n3)c12
[23] O=C(NCc1ccon1)c1ccc(OC2CCN(CCc3ccccc3)CC2)cc1
[24] Cc1ccc(-c2csc3ncnc(N4CCN(Cc5ccccc5)CC4)c23)cc1

entry no.	19	20	21	22	23	24
HSP90 inh	7	0	3	2	-3	1
PolyA inhibitor	i	i	i	i	i	i
HSF1 activator	9	-16	-31	-9	-12	5
Platelet DG rel	0	-1	-1	2	6	-2
DYRK1A inh	3	x	3	1	-1	-8
GSK3beta inhib	-1	0	-1	4	1	0
HDAC3 inhib	1	-3	-2	-35	0	-1
HSF1 inhib	4	-10	-11	-1	-9	6
GSK3 alpha inh	5	-1	-5	3	1	0
AI-2 QS mod	16	38	5	20	8	20

[25] COc1ccccc1NC(=O)c1oc2ccccc2c1NC(=O)c1cc(OC)c(OC)c(OC)c1
[26] COc1ccc(C(=O)N2CCCC(N3CCN(c4ccccc4OC)CC3)C2)c(OC)n1 (stereo not given)
[27] CCOC(=O)N1CCN(C(=O)c2ccc3c(c2)N=C(CC)c2cc(C)ccc2S3)CC1
[28] N#Cc1nc(-c2ccccc2Cl)oc1NCC1CCCO1 (stereo not given)
[29] O=C(c1cccc(-c2ccccc2)c1)N1CC[C@@H](N2CCC(O)CC2)[C@H](O)C1
[30] CCn1ccnc1CN1CCCCC1C(=O)Nc1ccc(Oc2cccnc2)cc1 (stereo not given)

entry no.	25	26	27	28	29	30
HSP90 inh	1	-4	4	-1	4	-3
PolyA inhibitor	i	i	i	i	i	i
HSF1 activator	-11	1	16	11	-9	6
Platelet DG rel	0	15	3	33	14	7
DYRK1A inh	-1	-5	-1	60*	x	-1
GSK3beta inhib	-1	0	-6	1	-25	1
HDAC3 inhib	1	-2	4	-4	3	0
HSF1 inhib	2	-5	5	4	-2	-3
GSK3 alpha inh	-1	-3	0	9	0	-1
AI-2 QS mod	18	8	0	17	6	22

Among those listed so far, these contain a thiophene ring, fused or not.
[4] COc1ccc(S(=O)(=O)N2CCC3(CC2)OCCN3S(=O)(=O)c2cccs2)cc1
[7] O=C(COC(=O)c1cccs1)NCCN1C(=O)CSC1=O
[19] CCOC(=O)C1=C(C)Nc2sc(C(=O)c3ccc(F)cc3)c(N)c2C1c1ccc(C(=O)OC)cc1 (stereo not given)
[24] Cc1ccc(-c2csc3ncnc(N4CCN(Cc5ccccc5)CC4)c23)cc1

entry no.	4	7	19	24
HSP90 inh	x	2	7	1
PolyA inhibitor	i	i	i	i
HSF1 activator	-2	19	9	5
Platelet DG rel	x	-2	0	-2
DYRK1A inh	x	-6	3	-8
GSK3beta inhib	1	-1	-1	0
HDAC3 inhib	u	-4	1	-1
HSF1 inhib	-2	6	4	6
GSK3 alpha inh	-3	-1	5	0
AI-2 QS mod	11	8	16	20

More records.
[31] CCCn1c(N)c(N(CCOC)C(=O)c2cc(-c3ccco3)nc3ccccc23)c(=O)[nH]c1=O
[32] CCC(C(=O)OCCOCCN(CC)CC)c1ccccc1 (stereo not given)
[33] Cn1c(-c2ccncc2)nc2ccccc21
[34] Cn1c(Cc2ccc3c(c2)OCO3)nnc1SCC(=O)NC1CCCC1
[35] N#CCCCSc1nnc(-c2ccccn2)o1
[36] O=C1C(=O)N(c2ccccn2)C(c2cccc([N+](=O)[O-])c2)/C1=C(/O)c1ccc(Br)cc1 (stereo not given)

entry no.	31	32	33	34	35	36
HSP90 inh	-3	-1	-1	-1	1	-3
PolyA inhibitor	i	i	i	i	i	i
HSF1 activator	0	6	0	5	9	16
Platelet DG rel	-3	-9	3	-4	-1	-3
DYRK1A inh	-1	x	0	x	-5	-5
GSK3beta inhib	1	1	-1	1	1	0
HDAC3 inhib	-1	0	8	-1	2	5
HSF1 inhib	-2	2	-6	-2	-4	8
GSK3 alpha inh	3	-4	1	0	-2	-2
AI-2 QS mod	-5	x	38	4	24	24

[37] COc1cc2c(cc1OC)CN(C(=O)c1ccc(N3CCCC3)c([N+](=O)[O-])c1)CC2
[38] O=C(NCCOc1ccccc1F)C1CCC(=O)N(CC2CCCCC2)C1 (stereo not given)
[39] Cc1ccc(CN2CCN(CC(C)C)C(CCO)C2)s1 (stereo not given)
[40] Cc1ccc(C(=O)NCCCNC(=O)COc2ccc(C)c(C)c2)cn1
[41] C=C(C)CSc1nc2ncccc2[nH]1
[42] COC(=O)NNC(=O)COc1ccc(Br)c(C)c1

entry no.	37	38	39	40	41	42
HSP90 inh	x	3	-7	4	-1	1
PolyA inhibitor	i	i	i	i	i	i
HSF1 activator	-15	u	u	-6	-3	8
Platelet DG rel	14	17	2	1	-3	-4
DYRK1A inh	-5	x	1	2	5	-4
GSK3beta inhib	4	-4	3	-2	0	-7
HDAC3 inhib	2	x	1	-2	1	2
HSF1 inhib	-3	12	21	-2	-4	-5
GSK3 alpha inh	-3	x	-2	0	-3	-1
AI-2 QS mod	12	-2	3	-3	16	18

[43] Cc1ccccc1Cn1nnc(C(=O)Nc2ccc3c(c2)OCCO3)c1N
[44] Cc1ccc2c(c1)N=C(c1ccc(Cl)cc1)CO2
[45] O=C(Cn1cccc1C(=O)c1ccccc1)NCCN1CCOCC1
[46] CCn1c(C)cc(O)c(C(=O)Nc2cccc(Cl)c2)c1=O
[47] CC(C)C1=CC(=NS(=O)(=O)c2cccc([N+](=O)[O-])c2)C=C(C(C)C)C1=O
[48] CCOc1ccc(NC(=O)NCc2ccco2)cc1
[49] CCCn1nnnc1SCC(=O)N1C(C)CCCC1C (stereo not given)
[50] CC1(c2ccc3ccccc3c2)NC(=O)N(CC(=O)O)C1=O (stereo not given)
[51] OCCCC1CCCN(Cc2cn[nH]c2-c2ccc(F)cc2F)C1 (stereo not given)

entry no.	43	44	45	46	47	48	49	50	51
HSP90 inh	x	-1	-5	-5	-1	-3	-3	-7	-3
PolyA inhibitor	i	i	i	i	i	i	i	i	i
HSF1 activator	43	23	-10	46	x	7	17	1	-21
Platelet DG rel	11	4	0	-5	x	-1	-3	-8	-5
DYRK1A inh	-5	4	-5	4	-1	-17	-2	-1	0
GSK3beta inhib	1	1	-2	0	2	5	0	-1	1
HDAC3 inhib	1	10	11	0	-3	-2	-2	-3	1
HSF1 inhib	21	12	-3	16	x	-4	-3	-3	-16
GSK3 alpha inh	-2	0	-2	-1	1	-2	-3	-2	-1
AI-2 QS mod	-6	19	5	7	27	8	23	31	27
